High-throughput results (PubChem)
ANO1 block: inhibitors of mouse TMEM16A calcium-activated chloride channel; Q8BHY3; HEK293 TMEM16A/YFP iodide influx fluorescence, ionomycin; normalized B-score (activity score, 25-100; higher = stronger inhibition) at 10 µM; 310,000 compounds, 1.2% hits; AID 588511;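 active = ratio plate-corrected score three or more library SD toward inhibition, starting fluorescence score within five deviations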;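 also: score derived from kinetic fluorescence span divided by baseline fluorescence per well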
Target sequence (Q8BHY3 whole entry, looked up): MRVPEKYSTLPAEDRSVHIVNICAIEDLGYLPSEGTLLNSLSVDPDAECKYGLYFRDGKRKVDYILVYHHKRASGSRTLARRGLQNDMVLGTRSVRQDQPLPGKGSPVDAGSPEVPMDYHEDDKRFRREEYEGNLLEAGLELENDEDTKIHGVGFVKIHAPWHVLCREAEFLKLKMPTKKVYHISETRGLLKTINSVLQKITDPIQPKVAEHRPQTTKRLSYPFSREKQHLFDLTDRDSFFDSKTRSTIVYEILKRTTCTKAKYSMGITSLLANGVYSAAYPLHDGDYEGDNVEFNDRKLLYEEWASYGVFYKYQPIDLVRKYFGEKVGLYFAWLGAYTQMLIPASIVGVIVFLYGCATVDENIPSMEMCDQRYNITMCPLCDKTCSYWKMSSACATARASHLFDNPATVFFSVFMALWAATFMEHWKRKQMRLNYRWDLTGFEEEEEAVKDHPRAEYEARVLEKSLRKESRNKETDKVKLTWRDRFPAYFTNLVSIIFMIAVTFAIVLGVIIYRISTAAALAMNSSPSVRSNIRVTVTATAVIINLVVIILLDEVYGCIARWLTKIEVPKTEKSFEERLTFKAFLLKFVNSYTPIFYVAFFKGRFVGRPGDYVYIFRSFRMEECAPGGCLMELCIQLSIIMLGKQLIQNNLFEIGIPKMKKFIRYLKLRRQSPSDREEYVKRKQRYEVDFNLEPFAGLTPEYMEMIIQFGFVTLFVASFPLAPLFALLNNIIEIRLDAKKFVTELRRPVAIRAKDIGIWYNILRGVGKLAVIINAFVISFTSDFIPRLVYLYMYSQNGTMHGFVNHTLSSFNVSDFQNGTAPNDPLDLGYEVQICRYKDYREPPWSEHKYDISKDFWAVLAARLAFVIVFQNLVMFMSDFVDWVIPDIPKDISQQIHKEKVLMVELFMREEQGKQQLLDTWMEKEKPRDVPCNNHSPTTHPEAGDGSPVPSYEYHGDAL
RGS4 block: inhibitors of human RGS4. P49798. B-score at 10 µM. 310,000 compounds, 0.45% hits. HEK293 M3R/RGS4 inducible, Fluo-4 calcium flux; hits give high values; triggered by carbachol at its EC20;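 active = B-score, a plate-corrected calcium signal, over three deviations above library mean, with baseline fluorescence within five deviations of library mean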;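 also: RGS4 expression induced by doxycycline in cells with stable M3 receptor; B-score is computed from the integrated fluorescence ratio over baseline after carbachol; higher B-score means a larger calcium signal and so more RGS4 inhibition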
TRPC4 act: TRPC4 (mouse) channel activation; Q9QUQ5; HEK293 TRPC4beta/mu-opioid, Fluo4 calcium fluorescence; hits give high values; B-score at 10 µM; 310,000 compounds, 0.49% hits; AID 2237;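 active = B-score above 5 SD of library B-scores, and initial fluorescence ratio not above library mean plus 5 SD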;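 also: positive B-score marks a calcium rise read as TRPC4 activation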
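System: HEK293 cells stably co-expressing mouse TRPC4beta and mu-opioid receptor; Schedule: Fluo4 dye loading 45 min at room temperature, 110 s recording; Detection: Fluo4 fluorescence, kinetic; Evaluation: B-scored integrated calcium fluorescence ratio; Controls: buffer (low) and maximal DAMGO (high).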
MrgX1 antagonist: human MrgX1 receptor antagonism, primary screen; 310,000 compounds, 1.3% hits; MRGX1-HEK293 calcium flux, Fluo-4, BAM8-22 antagonism; hits give low values; AID 588676; Q96LB2; B-score at 10 µM;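 active = calcium-response B-score plate-corrected more than 3 library SD below zero, starting fluorescence within 5 deviations, no agonist response on first addition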;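 also: peak minus trough fluorescence over baseline after final BAM8-22 challenge near maximal dose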
TMEM16A act: mouse TMEM16A channel activation, primary screen; Q8BHY3; B-score at 10 µM; HEK293 TMEM16A/YFP-H148Q/I152L, iodide quench fluorescence; hits give low values; AID 623877; 340,000 compounds, 0.3% hits;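 active = fluorescence-ratio B-score plate-corrected deviation score at least 3 library SD below zero, with starting fluorescence score within 5 deviations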;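 also: channel opened by trigger with iodide after compound preincubation; score built on the fluorescence ratio of max minus min over baseline; more negative score means more quench and so TMEM16A activation or potentiation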
MrgX1 ag: human MrgX1 receptor agonism, primary screen. Q96LB2. MrgX1-HEK293 cells, Fluo-4 calcium fluorescence, agonist mode; hits give high values. B-score at 10 µM. 310,000 compounds, 0.44% hits. AID 588627;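 active = calcium response B-score plate-corrected fluorescence ratio at least 3 library SD, with starting fluorescence B-score inside 5 SD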
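System – MrgX1-expressing HEK293 cells · Incubation – cells plated overnight, dye loaded 0.5 h 37 °C, 0.5 h room temperature · Technique – kinetic Fluo-4 NW fluorescence of intracellular calcium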
TRPC6 inh: mouse TRPC6 channel inhibition | HEK293-TRPC6, membrane potential dye, ACh-evoked depolarization; hits give low values | B-score at 10 µM | 310,000 compounds, 1.1% hits | Q61143;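 active = B-score under library mean minus 3 SD, initial fluorescence not abnormally high, positive integrated signal ratio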;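 also: B-score derived from integrated fluorescence ratio over the kinetic read; more negative B-score means stronger inhibition of depolarization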
TRPC4 PAM: TRPC4 (mouse) allosteric potentiation; AID 2227; 310,000 compounds, 0.42% hits; HEK293 TRPC4beta/mu-opioid, DAMGO EC20, Fluo-4 Ca2+ flux; hits give high values; B-score at 10 µM;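 active = B-score of calcium response area above 5 SD of library B-scores, with initial fluorescence ratio within 5 SD of library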;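 also: B-score of integrated fluorescence ratio over time as area under calcium response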
MrgX1 allo act: allosterically activates human MrgX1 receptor signaling. Q96LB2. MrgX1-HEK293, Fluo-4 calcium flux, FDSS; hits give high values. B-score at 10 µM. 310,000 compounds, 0.63% hits;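 active = plate-corrected calcium response at least 3 library SD above typical, normal starting fluorescence, not activating the receptor alone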;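 also: compound read alongside a low EC10 to EC30 dose of BAM8-22 agonist; peak minus trough fluorescence over baseline measured at the second addition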
TRPC6 act: activators of mouse TRPC6 channel; Q61143; 310,000 compounds, 0.13% hits; B-score at 10 µM; HEK293-TRPC6 membrane potential dye fluorescence; hits give high values; AID 2550;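 active = B-score of the integrated fluorescence ratio above library mean plus 3 SD, and starting fluorescence ratio within library mean plus 5 SD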;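 also: higher score means more depolarization so channel activation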
TRPC4 block: inhibitors of mouse TRPC4 channel. Q9QUQ5. B-score at 10 µM. HEK293 TRPC4beta/mu-opioid, DAMGO-evoked Fluo4 calcium flux; hits give low values. AID 2247. 300,000 compounds, 0.39% hits;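 active = B-score over 3 SD under the library average, no early fluorescence shift, positive overall ratio signal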
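Signal: kinetic Fluo4 fluorescence imaging of calcium influx. Material: stable TRPC4beta/mu-opioid receptor HEK293 cells. Probe or stimulus: DAMGO in two steps, submaximal then maximal.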
Starred values were filed as active, the others as inactive; i = inactive; . = no result given.

SMILES	ANO1 block	RGS4 block	TRPC4 act	MrgX1 antagonist	TMEM16A act	MrgX1 ag	TRPC6 inh	TRPC4 PAM	MrgX1 allo act	TRPC6 act	TRPC4 block
COc1ccc(N2CCN(C(=O)COC(=O)CCOc3ccc(C(C)(C)C)cc3)CC2)cc1	i	i	i	i	i	i	i	i	i	i	i
COc1ccccc1NC(=O)Nc1nc(CC(=O)NC2CCCC2)cs1	i	i	i	i	i	i	i	i	i	i	i
COc1ccc(Cl)cc1N(CC(=O)N1CCCCCC1)S(C)(=O)=O	i	i	i	i	i	i	i	i	i	i	i
Cc1ccc(NC(=O)CCS(=O)(=O)c2cccc3nonc23)cc1Cl	i	i	i	i	i	i	i	i	i	i	i
COc1ccccc1N(C)S(=O)(=O)c1ccc(Cl)c(C(=O)N2CCC2)c1	i	i	i	i	i	i	i	i	i	i	i
O=C(Nc1cccc(NC(=O)c2ccc(Cl)cc2Cl)c1)c1cccnc1	i	i	i	i	i	i	i	i	i	i	i
CCN(CCCNC(=O)CCn1c(=O)[nH]c2ccccc2c1=O)c1ccccc1	i	i	i	i	i	i	i	i	i	i	i
C=CCCN(C(CC(C)C)C(=O)OC)S(=O)(=O)c1ccccc1Br (stereo not given)	i	i	i	i	i	i	i	i	i	i	i
Cc1ccc(S(=O)(=O)Cc2cccc(C(=O)N3CCOCC3)c2)cc1	i	i	i	i	i	i	i	i	i	i	.
CCCNS(=O)(=O)c1ccc(OCC(=O)Nc2ccc3c(c2)OCCO3)cc1	i	i	i	i	i	i	i	i	i	i	i
CCOC(=O)C(CC)Sc1nc(N)c(NC(=O)c2ccc(OC)c(OC)c2)c(=O)[nH]1 (stereo not given)	i	i	i	i	i	i	i	i	i	i	i
CC1Cc2ccccc2N1C(=O)CSc1nc2ccccc2o1 (stereo not given)	i	i	i	i	i	i	i	i	i	i	i
O=C(NCc1ccc(Cl)cc1)C(=O)N/N=C/c1ccc(Br)cc1	i	i	i	i	i	i	i	i	i	i	i
CC1(C)CC(=O)C2=C(C1)N(Cc1ccccc1)C(=O)C2(NC(=O)C(C)(C)C)C(F)(F)F (stereo not given)	i	i	i	i	i	i	i	i	i	i	i
CC(C)(C)NC(=O)NC(=O)CSc1cccc(C(F)(F)F)c1	i	i	i	i	i	i	i	i	i	i	i
Cc1cc([N+](=O)[O-])ccc1-c1ccc(C2Nc3ccccc3C(=O)N2O)o1 (stereo not given)	i	i	i	i	i	i	i	i	i	i	i
CC1(C)Cc2c(sc3nn[nH]c(=O)c23)CO1	i	i	i	i	i	i	i	i	i	i	i
CCN(CC)S(=O)(=O)c1ccc(C(=O)OCCN2C(=O)c3cccc4c(N5CCOCC5)ccc(c34)C2=O)cc1	i	i	i	i	i	i	i	i	i	i	i
CCC1(c2ccccc2)NC(=O)N(CC(=O)N(C)Cc2c(F)cccc2Cl)C1=O (stereo not given)	i	i	i	i	i	i	i	i	i	i	i
CCN(CC)S(=O)(=O)c1cccc(NC(=O)c2cc(=O)[nH]c3ccccc23)c1	i	i	i	i	i	i	i	i	i	i	i
CCOC(=O)c1sc2ccccc2c1NC(=O)c1coc2ccccc2c1=O	i	i	i	i	i	i	i	i	i	i	i
N#CC(C#N)=C1NC(N)=C(C#N)C(c2ccccc2)=C1C#N	i	i	i	i	i	i	i	i	i	i	i
O=C(Nc1ccccc1C(=O)Nc1ccc2c(c1)OCO2)c1cccs1	i	i	i	i	i	i	i	i	i	i	i
CC(C)=CCOc1ccc2c(C)c(CC(=O)N3C[C@H]4C[C@@H](C3)c3cccc(=O)n3C4)c(=O)oc2c1C	i	i	i	i	i	i	i	i	i	i	i
COc1cc2c(c(OC)c1OC)-c1c(cc3c(c1O)OCO3)C[C@@H](C)[C@@H](C)C2	i	i	i	i	i	i	i	i	i	i	.

The closing 3 records of the section before come first, to join the parts.
SMILES	ANO1 block	RGS4 block	TRPC4 act	MrgX1 antagonist	TMEM16A act	MrgX1 ag	TRPC6 inh	TRPC4 PAM	MrgX1 allo act	TRPC6 act	TRPC4 block
O=C(Nc1ccccc1C(=O)Nc1ccc2c(c1)OCO2)c1cccs1	i	i	i	i	i	i	i	i	i	i	i
CC(C)=CCOc1ccc2c(C)c(CC(=O)N3C[C@H]4C[C@@H](C3)c3cccc(=O)n3C4)c(=O)oc2c1C	i	i	i	i	i	i	i	i	i	i	i
COc1cc2c(c(OC)c1OC)-c1c(cc3c(c1O)OCO3)C[C@@H](C)[C@@H](C)C2	i	i	i	i	i	i	i	i	i	i	.
N#CCc1nc(C(c2ccccc2)c2ccccc2)no1	i	i	i	i	i	i	i	i	i	i	i
C1CCC(OCCN2CCN(CCOC3CCCCC3)CC2)CC1	i	i	i	i	i	i	i	i	i	i	i
Cc1sc2ncnc(N3CCN(Cc4ccccc4)CC3)c2c1-c1ccccc1	i	i	i	i	i	i	i	i	i	i	i
O=S(=O)(NCCSc1nnc(-c2ccco2)n1-c1ccccc1)c1ccccc1	i	i	i	i	i	i	i	i	i	i	i
CC(C)C(=O)NC(=S)/C=C1/N(C)c2ccccc2C1(C)C	i	i	i	i	i	i	i	i	i	i	i
O=S(=O)(c1ccc(-c2ccon2)s1)N1CCOCC1	i	i	i	i	i	i	i	i	i	i	i
O=C(NC(=S)Nc1ccccc1Cl)c1cncc(C#Cc2ccccc2)c1	i	i	i	i	i	i	i	i	i	i	i
COc1cccc(-c2cc(N3C(=O)Nc4ccccc4N3O)n[nH]2)c1	i	i	i	i	i	i	i	i	i	i	i
N#CC(C#N)=Cc1cccn1-c1ccc(C(=O)O)cc1	i	i	i	i	i	i	i	i	i	i	i
COC(=O)c1ccc(NC(=S)NC2CCc3ccccc32)cc1 (stereo not given)	i	i	i	i	i	i	i	i	i	i	i
Cc1ccccc1OCC(O)CN (stereo not given)	i	i	i	i	i	i	i	i	i	i	i
O=C1Nc2c(ccc(Cl)c2Cl)C(=O)C1(F)c1ccccc1 (stereo not given)	i	i	i	i	i	i	i	i	i	i	i
O=C(Nc1nc2ccc(S(=O)(=O)N3CCCCC3)cc2s1)C1CCCO1 (stereo not given)	i	i	i	i	i	i	i	i	i	i	i
O=C(O)C1CC=C(Cl)CC1C(=O)NCC1OCCc2ccccc21 (stereo not given)	i	i	i	i	i	i	i	i	i	i	i
CC(C)(C)c1ccc(/C=C(\C#N)C(=O)NCCN2CCOCC2)cc1	i	i	i	i	i	i	i	i	i	i	i
CCN(CC)S(=O)(=O)c1ccc(C(=O)OC2CCCCC2CN(C)C)cc1 (stereo not given)	i	i	i	i	i	i	i	i	i	i	i
CCOC(=O)c1c(C)nc(C)c(C(=O)OCC)c1-c1ccc(O)c(OC)c1	i	i	i	i	i	i	i	i	i	i	i
CC(C)CC(=O)Nc1ncc([N+](=O)[O-])s1	i	i	i	i	i	i	i	i	i	i	i
CCOC(=O)C[C@H]1c2cc(F)ccc2S(=O)(=O)N1Cc1ccc(OC)cc1	i	i	i	i	i	i	i	i	i	i	i
COc1cccc(/C=N/NC(N)=S)c1OCc1cccc(Cl)c1	i	i	i	i	i	i	i	i	i	i	i
Cc1ccc(/C=C/C2=NN(Cc3ccccc3)C(=O)CC2)cc1	i	i	i	i	i	i	i	i	i	i	i
Cc1noc(NS(=O)(=O)c2ccc(NC(=O)C(F)(F)C(F)(F)C(F)(F)F)cc2)c1C	i	i	i	i	i	i	i	i	i	i	i
O=C(Nc1ccc2c(c1)CCC2)c1cccc(S(=O)(=O)N2CCN(c3ccc(F)cc3)CC2)c1	i	i	i	i	i	i	i	i	i	i	i
Nc1c(C(=O)Nc2ccc3c(c2)OCCO3)nnn1Cc1ccccc1Cl	i	i	i	i	i	i	i	i	i	i	i
CN(C)c1ccc(/C=C(/NC(=O)c2ccccc2)C(=O)N2CCCC2)cc1	i	i	i	i	i	i	i	i	i	i	i
SMILES	ANO1 block	RGS4 block	TRPC4 act	MrgX1 antagonist	TMEM16A act	MrgX1 ag	TRPC6 inh	TRPC4 PAM	MrgX1 allo act	TRPC6 act	TRPC4 block
Cc1ccc(NC(=O)CN2C(=O)N/C(=C/c3cccn3-c3ccc(C(=O)O)cc3)C2=O)cc1	i	.	.	i	i	i	.	.	i	.	.
CC1(C)Cc2c(sc3[nH]c(=S)n(Cc4ccco4)c(=O)c23)CO1	i	.	.	i	i	i	.	.	i	.	.
Cc1ccc(N2CCN(S(=O)(=O)c3ccc4c(c3)n(C)c(=O)c(=O)n4C)CC2C)cc1 (stereo not given)	i	i	i	i	i	i	i	i	i	i	i
O=C(c1ccc(CS(=O)c2cccc(Cl)c2)o1)N1CCCCCC1 (stereo not given)	i	i	i	i	i	i	i	i	i	i	i
CCOC(=O)C1=C(C)NC2=C(C(=O)C(C(=O)OCC)C(c3ccco3)C2)C1c1ccccn1 (stereo not given)	i	i	i	i	i	i	i	i	i	i	i
Clc1ccc(OCCOCCN2CCc3ccccc3C2)c(Cl)c1	i	i	i	i	i	i	i	i	i	i	i
CNc1cc(Cl)nc(SC)n1	i	i	i	i	i	i	i	i	i	i	i
COc1ccc(NC(=S)N(CCN2CCOCC2)Cc2cc3cc4c(cc3[nH]c2=O)OCO4)cc1	i	i	i	i	.	i	i	i	i	i	i
Cc1cccc2cc(CN(CC3CCCO3)C(=O)c3cccs3)c(=O)[nH]c12 (stereo not given)	i	i	i	i	i	i	i	i	i	i	i
CCCSc1nsc(NC(=O)Nc2ccc(F)cc2F)n1	100*	i	i	i	i	i	i	i	i	i	i
Cc1cc(C)c(S(=O)(=O)NCC(=O)NCc2ccco2)c(C)c1	i	i	i	i	i	i	i	i	i	i	i
CCOc1ccc(-c2nnc(SCc3nnc(-c4ccccc4)o3)n2-c2ccccc2F)cc1	i	i	i	i	i	i	i	i	i	i	i
CCc1ccc(C(=O)Cn2ccsc2=N)cc1	i	i	i	i	i	i	i	i	i	i	i
CCOC(=O)CNC(=O)CSc1ccc2nnc(-c3ccc(F)cc3)n2n1	i	i	i	i	i	i	i	i	i	i	i
Cc1cc(C)c(C(=O)COC(=O)c2cc([N+](=O)[O-])ccc2NCCO)cc1C	i	i	i	i	i	i	i	i	i	i	i
O=C(COC(=O)c1ccc(Br)o1)NCc1cccs1	i	i	i	i	i	i	i	i	i	i	i
